Fam108B inh – counter-screen for RBBP9 inhibitors: inhibitors of mouse Fam108B | recombinant Fam108B, FP-Rh probe fluorescence polarization | inhibition, % at 9.51 µM | hit rate 0.33% among 300,000 | AID 1947;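 active means inhibition above the screen mean inhibition plus 3 SD, computed separately per campaign, cut at about 18% in these data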;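 further: inhibitors lower polarization as less probe binds the enzyme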
GLD-1 RNA inh – GLD-1-TGE RNA interaction inhibition (C. elegans); purified GLD-1 + fluorescein TGE RNA, fluorescence polarization; inhibition, % at 5.96 µM; hit rate 0.44% among 320,000; AID 2280;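 active means percent inhibition above a per-plate cutoff, the plate mean of test compounds plus 3 SD, cut at about 30% in these data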;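 further: 0% = DMSO wells with GLD-1 and probe and 100% = wells lacking GLD-1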
BCLXL inh – inhibitors of human Bcl-xL | AID 2129 | GST-Bcl-xL / FITC-Bim BH3 peptide fluorescence polarization | hit rate 0.7% among 320,000 | Q07817 | inhibition, % at 10.9 µM;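 active means inhibition above the mean of all tested compounds plus 3 SD, cutoff set per campaign, cut at about 30% in these data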;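 further: 0% = DMSO wells and 100% = unlabeled Bim-BH3 peptide competitor; inhibitors lower millipolarization by displacing the labeled peptide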
Target sequence (Q07817 whole entry, looked up): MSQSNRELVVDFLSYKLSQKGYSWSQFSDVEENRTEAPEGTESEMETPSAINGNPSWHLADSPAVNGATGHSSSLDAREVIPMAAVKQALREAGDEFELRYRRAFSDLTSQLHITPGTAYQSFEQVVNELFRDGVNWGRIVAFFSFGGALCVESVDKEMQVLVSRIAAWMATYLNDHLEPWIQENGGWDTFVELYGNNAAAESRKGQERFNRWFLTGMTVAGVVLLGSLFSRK
AHR act – activates the human aryl hydrocarbon receptor | P35869 | AHR-responsive luciferase reporter cells, luminescence | activation, % at 5 µM | hit rate 2.5% among 320,000; in the data active means activation above about 47%;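 further: 0% = vehicle wells and 100% = reference agonist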
Target sequence (P35869 whole entry, looked up): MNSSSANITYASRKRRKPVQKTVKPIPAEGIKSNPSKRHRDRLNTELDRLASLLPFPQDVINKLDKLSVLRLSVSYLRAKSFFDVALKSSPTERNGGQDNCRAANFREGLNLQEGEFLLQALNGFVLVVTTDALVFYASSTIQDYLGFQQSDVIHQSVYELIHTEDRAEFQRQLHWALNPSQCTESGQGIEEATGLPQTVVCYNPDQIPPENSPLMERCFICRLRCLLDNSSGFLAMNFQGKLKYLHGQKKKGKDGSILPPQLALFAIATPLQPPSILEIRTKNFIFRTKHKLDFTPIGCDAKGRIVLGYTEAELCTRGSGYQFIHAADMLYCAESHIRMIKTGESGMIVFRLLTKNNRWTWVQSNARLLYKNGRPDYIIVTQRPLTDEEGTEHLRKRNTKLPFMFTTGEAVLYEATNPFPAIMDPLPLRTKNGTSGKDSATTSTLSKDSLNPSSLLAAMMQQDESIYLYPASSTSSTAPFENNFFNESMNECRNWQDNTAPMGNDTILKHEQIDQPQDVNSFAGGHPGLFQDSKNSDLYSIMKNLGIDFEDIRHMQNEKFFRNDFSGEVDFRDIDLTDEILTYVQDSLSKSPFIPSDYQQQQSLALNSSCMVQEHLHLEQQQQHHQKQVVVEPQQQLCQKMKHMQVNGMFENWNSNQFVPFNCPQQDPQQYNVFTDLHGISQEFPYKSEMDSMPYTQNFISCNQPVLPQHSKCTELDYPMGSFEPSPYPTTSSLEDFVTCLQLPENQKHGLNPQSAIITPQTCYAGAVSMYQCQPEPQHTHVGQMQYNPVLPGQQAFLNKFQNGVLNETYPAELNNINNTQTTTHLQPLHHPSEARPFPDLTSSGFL
MCL1 BIM primary – disrupts human MCL1 binding to BIM-BH3 peptide; Q07820; GST-MCL1 / FITC-Bim-BH3 fluorescence polarization; inhibition, % at 10.9 µM; hit rate 0.68% among 320,000;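 active means inhibition above the mean inhibition of all tested compounds plus 3 SD, set per campaign, cut at about 40% in these data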;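 further: 0% = DMSO wells and 100% = unlabeled Bim-BH3 peptide control; higher means more loss of mP so more displacement of Bim peptide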
PAFAH1B2 FP inh – PAFAH1B2 (human) inhibition; recombinant PAFAH1B2, FP-rhodamine activity probe, fluorescence polarization; P68402; hit rate 1.2% among 340,000; inhibition, % at 3.39 µM;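 active means inhibition above the mean of all tested compounds plus 3 SD, cut at about 24% in these data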;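 further: 0% = enzyme with DMSO and 100% = wells lacking PAFAH1B2; many of its hits are not listed in these tables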
PME-1 inh – blocks human protein phosphatase methylesterase 1 | hit rate 0.53% among 320,000 | recombinant PME-1, FP-Rh probe fluorescence polarization | inhibition, % at 5.9 µM | Q9Y570 | AID 2130;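 active means inhibition above the campaign mean of all compounds plus 3 SD, cut at about 26% in these data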;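 further: competitive labeling of PME-1 active site by serine hydrolase directed probe; 0% = PME-1 with DMSO and 100% = wells lacking PME-1 enzyme; inhibitors block probe labeling so polarization falls and inhibition rises; many of its hits are not listed in these tables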
pPAFAH FP inh – inhibitors of human plasma PAF acetylhydrolase (pPAFAH). hit rate 1.5% among 330,000. inhibition, % at 3.39 µM. recombinant pPAFAH, FP-rhodamine probe fluorescence polarization. AID 463082. Q13093;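 active means inhibition above the mean inhibition across the screen plus 3 SD, cut at about 25% in these data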;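 further: inhibitors block binding of the rhodamine activity-based probe so polarization drops; 0% = enzyme with DMSO and 100% = wells lacking pPAFAH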
MEX-5 binding – C. elegans MEX-5 TCR-2 RNA binding activity | MEX-5/FITC-TCR2 RNA binding, fluorescence polarization; active compounds read low | activity score (negative = inhibition of binding), % at 10 µM | hit rate 0.38% among 300,000 | AID 1832;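 active means inhibition past about -25% in most replicates, and total fluorescence under double the plate's negative control median, limit read from the data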;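 further: 0% = DMSO and -100% = 5 µM competing unlabeled TCR2 RNA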
* hit, by the source's call; x = no result given; & = joins results of further samples. The list is partial (hit frequency here may not be typical).

SMILES	Fam108B inh	GLD-1 RNA inh	BCLXL inh	AHR act	MCL1 BIM primary	PAFAH1B2 FP inh	PME-1 inh	pPAFAH FP inh	MEX-5 binding
Cc1ccc(NC(=O)CSc2nnc(CNC(=O)c3ccco3)n2C)cc1C	3	-4	-1	4	-2	11	2	4	-4.3
Cc1nc(-c2cccc(NS(C)(=O)=O)c2)cs1	-1	6	7	2	7	-1	2	2	2.4
COc1ccc(CN(CC(=O)NC2CCCCC2)C(=O)CCCC(=O)Nc2ccccn2)cc1	1	7	3	0	0	5	5	-2	-1.0
O=C(O)c1ccccc1C(=O)N1CC=C(c2ccccc2)CC1	-1	16	13	2	14	5	-8	4	-4.5
COc1ccc2c(c1)C(=O)CCC2c1ccccc1 (configuration not stated)	3	-1	3	2	-5	2	1	1	3.7
Cc1ccc(SC2CC(=O)N(c3ccc4c(c3)OCCO4)C2=O)cc1 (configuration not stated)	4	0	12	9	10	4	-3	1	1.6
COc1ccc(-n2ccnc2SCC(=O)NCc2ccco2)c(OC)c1	-1	3	-1	4	3	3	-2	1	-2.5
COc1cccc(NC(=S)NC(=O)/C=C/c2ccc(F)cc2)c1	-8	0	-2	12	-4	-5	-6	0	-2.2
Nc1nonc1-n1nnc(C(=O)N/N=C/c2ccncc2)c1-c1cccs1	-3	4	0	25	1	5	5	4	-4.4
O=C(CCN1C(=O)c2ccccc2S1(=O)=O)Nc1ccc(F)cc1F	-3	6	6	-9	5	-5	0	3	3.0
COc1cc(NC(=S)NC(=O)C(C)C)ccc1NC(=O)c1cc2ccccc2o1	-1	7	4	5	1	5	-3	-1	1.0
Cc1ccc(S(=O)(=O)Nc2cnc3ccccc3c2)cc1	-2	1	0	0	2	8	5	6	1.3
CCCc1cc(=O)oc2cc3occ(C)c3cc12	2	-14	-1	47*	1	3	0	4	0.7
CCCC(C)NC(=O)c1ccc(F)cc1 (configuration not stated)	1	2	0	1	6	1	0	5	1.5
COc1ccccc1CNC(=O)COC(=O)c1cccnc1SCC(=O)NCc1ccccc1OC	-16	8	-9	14	-14	-2	3	-5	-1.6
COc1ccccc1-n1cc(-c2ccc(Cl)cc2)[nH]c1=O	2	7	1	33	1	5	1	3	0.5
Cc1cc(C)c(C#N)c(SCC(=O)NN2CC(=O)N(c3ccccc3F)CC2=O)n1	3	-1	3	6	7	-8	0	2	-4.2
COc1ccccc1C(=O)NCCC(=O)NCC(c1ccc(F)cc1)N1CCOCC1 (configuration not stated)	0	5	2	1	0	4	-4	1	-3.9
O=Cc1c(NC2CCCCC2)c2ccccc2[nH]c1=O	2	10	0	0	7	-5	0	11	-0.5
CCOc1ccc(NC(=O)C2CC(=O)N=C(N)S2)cc1 (configuration not stated)	3	7	0	1	-7	-4	-1	4	-0.1
Cn1c(N)c(C(=O)COC(=O)/C=C/c2cccc(Br)c2)c(=O)n(C)c1=O	x	2	4	0	3	0	1	-10	x
Cc1ccc(C2(c3noc(CN(C)Cc4cnn(C)c4)n3)CCCC2)cc1	-5	1	4	1	2	21	-3	3	4.2
C/C(=N\NC(=O)c1ccncc1)c1cccc(NC(=O)c2ccc(C(C)(C)C)cc2)c1	-5	0	3	1	-5	-1	-24	-2	1.0
N#C/C(=C\c1cccs1)C(=O)Nc1nccs1	0	10	9	15	6	9	2	4	-0.7
CSc1nc2c(c(=O)[nH]1)C(c1ccccc1Cl)CC(=O)N2 (configuration not stated)	-3	-4	6	-1	8	3	1	1	1.5
COCc1cc(=O)[nH]c(-c2ccc(C(F)(F)F)cc2)n1	1	2	3	8	3	x	0	0	0.0
COCCNc1nc2sc3c(c2c(=O)n1Cc1ccco1)CCCCC3	-4	5	3	28	10	6	0	11	2.4
COc1ccc(N=C2CC(C)(C)CC(=O)/C2=C(/O)c2ccccc2)cc1	1	2	4	-2	4	2	-2	4	-0.3
COc1cc(NC(=O)Nc2cccc([N+](=O)[O-])c2)cc(OC)c1	7	7	0	26	-1	3	8	1	-1.1
COc1cc(OC)cc(C(=O)Nc2nc(CC(=O)NCc3ccc(F)cc3)cs2)c1	-3	0	3	18	-2	0	-2	2	-1.4
COc1cccc(-c2cc(C(F)(F)F)n3nc(N)nc3n2)c1	-2	-1	13	68*	9	1	-1	2	2.2
O=C(c1ccco1)N1CCN(C(=O)C(c2ccccc2)c2ccccc2)CC1	-1	0	0	5	3	3	-6	7	-1.6
CCOC(=O)c1sc(NC(=O)/C=C/c2ccccc2)nc1C	-8	-5	7	6	10	-1	-6	1	1.1
O=C(CSc1ncccn1)N1CCc2ccccc2C1	1	-3	4	2	7	-1	0	4	-4.2
Cc1ccccc1CN1CCN(c2nc3ccccc3s2)CC1	-1	-5	0	2	8	3	-3	10	0.6
Cn1ncc([N+](=O)[O-])c1C(=O)N/N=C/c1ccc(F)cc1	4	4	9	5	11	5	-2	-4	1.4
COc1ccc(NC(=O)Cn2nnc3sc4c(c3c2=O)CC(C)(C)OC4)cc1	-1	8	0	-4	4	4	-6	-1	2.6
Cc1ccccc1-c1nnn(CC(=O)c2ccc(S(=O)(=O)N3CCCC3)cc2)n1	-12	-15	-4	10	-6	-1	-15	-10	1.9
COc1cc(OC)cc(OC(=O)C2CCN(C(=O)c3ccc(F)cc3)CC2)c1	0	4	-16	2	-27	1	6	10	0.3
CCN(C[C@H]1N[C@@](Cc2ccccc2)(C(=O)OC)[C@H]2C(=O)N(C)C(=O)[C@@H]12)S(=O)(=O)c1ccccc1	x	3	x	0	x	10	x	-3	x
CCN(CC)S(=O)(=O)c1ccc(NC(=O)C2COc3ccccc3O2)cc1 (configuration not stated)	-5	8	-1	3	2	5	-4	-10	3.1
O=C(O)C(Cc1ccccc1)N1C(=O)C2CCCCC2C1=O (configuration not stated)	-3	1	0	2	1	5	-9	-6	1.3
O=C(Cn1nnc(-c2ccc(S(=O)(=O)N3CCCC3)cc2)n1)NCC1CCCO1 (configuration not stated)	-1	3	2	0	2	2	8	2	-4.0
O=C(/C=C/c1ccccc1)NC(=S)NNC(=O)c1cnccn1	4	4	1	4	5	4	1	9	-2.9
O=c1c(-c2nnc(SCc3ccc(Cl)cc3Cl)o2)cccn1Cc1ccccc1	-6	-3	1	0	-5	6	-4	-7	0.3
COc1ccc(/C=C/c2nnc(NC(=O)c3ccco3)s2)cc1	0	2	-4	2	-4	x	6	0	-2.9
O=C(C1CCCC1)N1CCC(CC2CC(c3ccc(Cl)cc3)=NO2)(C(=O)NCC2CCCCC2)CC1 (configuration not stated)	-2	-2	1	2	2	3	2	7	-0.7
COc1ccc(C2c3[nH]c4ccccc4c3CCN2Cc2ccoc2)c(F)c1 (configuration not stated)	3	-1	8	47*	-3	1	-5	-1	3.1
CCC(C)C(=O)Nn1c(C2CC2)nc2cc(OC)c(OC)cc2c1=O (configuration not stated)	-2	-7	12	2	-3	-3	-4	4	1.0
CCC(=O)Nc1ccc(C(=O)Nc2ccc3c(c2)C(=O)N(CC2CCCO2)C3=O)cc1 (configuration not stated)	-8	5	5	-2	3	3	-9	-2	0.6
CC/C(=N\Nc1ccccc1[N+](=O)[O-])c1ccc(O)cc1	10	3	9	3	4	x	11	8	-3.7
CC1CCCN(C(=O)N2c3ccccc3Sc3ccccc32)C1 (configuration not stated)	1	2	0	-1	-3	10	3	6	-1.8
O=C(c1cccnc1Cl)N(Cc1ccccc1)Cc1ccccc1	1	-5	-6	2	-5	6	-4	4	-0.4
Cc1cc2[nH]c3ccccc3c2c(C)n1	0	2	2	24	1	3	4	0	-0.3
O=C(NCCC(=O)N1CCc2ccccc21)c1ccco1	1	8	-4	4	-4	-3	1	6	3.5
Cc1ccc(C)c(NC(=O)CCC(=O)NNC(=O)c2cccc([N+](=O)[O-])c2)c1	-3	4	4	-1	-4	1	-3	-6	x
O=C(CCC(=O)N(CC(=O)NC1CCCCC1)c1ccc2c(c1)OCCO2)Nc1ccccn1	3	-16	-1	1	-2	x	-4	3	0.4
COc1ccccc1S(=O)Cc1ccc(C(=O)NC2CCCC2)o1 (configuration not stated)	-1	3	1	2	0	5	-2	7	-1.8
CC(C)CN(C(=O)COc1ccc2ccc(=O)oc2c1)C1CCS(=O)(=O)C1 (configuration not stated)	1	4	7	3	-6	0	-1	-2	2.2
O=C(C1CCCN(S(=O)(=O)c2ccc(F)cc2)C1)N1CCCC1 (configuration not stated)	0	9	3	2	6	-3	-11	3	0.2
Continuation.
SMILES	Fam108B inh	GLD-1 RNA inh	BCLXL inh	AHR act	MCL1 BIM primary	PAFAH1B2 FP inh	PME-1 inh	pPAFAH FP inh	MEX-5 binding
CCc1ccccc1N(CC(=O)NCc1ccco1)C(=O)c1snc(C(N)=O)c1N	1	-1	6	2	9	1	0	5	2.3
Clc1ccc(-c2cn3c(n2)-c2ccccc2C3)cc1Cl	5	5	2	62*	0	2	-18	-10	x
Cc1cc(-c2cc(C(=O)Nc3ccccc3)on2)nc(NCC2CC2)n1	-1	4	3	3	0	-2	-2	0	3.9
O=C(Nc1cnn(Cc2ccc(Cl)cc2)c1)C1CCCC1	1	6	1	-1	1	11	1	7	-2.2
CCN(CC)S(=O)(=O)c1cc(NC(=O)CSCc2c(C)noc2C)ccc1C	x	0	x	0	x	9	x	1	x
Cc1cc2ncn(CC(C)C)c2cc1C	0	5	3	5	-1	4	1	0	2.0
CC1=CC(C)=Nc2ccc(C)cc2N1	1&7	-1&10	8&4	7&11	4&3	-2&3	2&-11	0&-7	0.8&2.9
N/C(COc1ccc(Cl)cc1Cl)=N\NS(=O)(=O)c1ccccc1	0	-4	3	2	5	10	-6	5	0.0
O=C(NNC(=O)[C@H]1CC=CC[C@H]1C(=O)O)c1ccc(Cl)cc1Cl	-2	-1	4	3	4	5	0	-7	1.5
Cc1cc(Cl)cc(C)c1OCCCCn1ccnc1	1	3	-2	18	-2	1	1	9	x
O=c1[nH]c(=S)n(-c2cccc(Cl)c2)c(O)c1/C=N/N1CCOCC1	2	-6	-7	1	-14	6	-4	1	0.3
COc1ccc(NC(=O)CCc2nnc3ccc(NCc4ccc5c(c4)OCO5)nn23)cc1	-6	7	-3	9	-12	2	-4	3	3.5
CCN1C(=O)/C(=C/N2CCc3ccccc32)SC1=S	1	-8	4	-3	-4	2	8	3	-11
O=C(COc1coc(CN2CCc3ccccc3C2)cc1=O)Nc1ccc([N+](=O)[O-])cc1	-8	1	-2	0	-1	3	-4	1	3.5
CC1(C)CC(=O)c2cnc(NC(=O)CSc3nc4ccccc4o3)nc2C1	0	3	1	0	-5	1	-1	1	-0.7
CC(C)c1ccc(N(CC(=O)NCc2ccco2)C(=O)CCC(=O)Nc2ccccn2)cc1	-2	-3	-2	6	-7	-3	0	3	2.9
CC(C)(C)c1nc2ccc(NS(=O)(=O)c3ccc(F)c(F)c3F)cc2[nH]1	-4	4	4	1	-1	5	-1	3	0.1
O=C(c1cc(-c2cccc(O)c2)on1)N1CCN(C(c2ccccc2)c2ccccc2)CC1	-30	3	-1	1	0	-23	-52	-27	2.4
Nc1c(C(=O)CSc2nccn2-c2ccc(Cl)cc2)c(=O)[nH]c(=O)n1C1CC1	x	4	-6	4	-1	6	0	0	x
COC(=O)c1nc(NC(=O)c2cc(OC)c(OC)c(OC)c2)n[nH]1	5	2	7	-3	7	6	1	0	2.9

Assay outcomes (PubChem BioAssay)
